INS-1E GSIS act – GLuc luminescence reporter in INS-1E cells, primary screen for activators of glucose-dependent secretion of insulin. AID 743287. activation, % at 16.6 µM. INS-1E GLuc reporter insulin secretion, 2-3 h. 370,000 tested, 0.61% active;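 active = lowest replicate activation of at least 40%, so every replicate reaches that level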;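 also: 0% = median of neutral control wells and 100% = median of IBMX positive control wells; some compounds called inactive have numbers as strong as hits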
ERAP1 HTS inh – ERAP1 (human) enzyme inhibition; Q9NZ08; recombinant ERAP1, Leu-AMC fluorescence, 60 min; inhibition, % at 10.7 µM; 340,000 tested, 0.15% active; AID 652197;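 active = mean replicate inhibition of at least 30%, or all replicates individually reaching that 30% level; inactive = mean below 30% and not every replicate reaching it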;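 also: 0% = neutral control wells and 100% = L-leucinethiol positive control wells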
RAD52 anneal inh – inhibitors of human RAD52 DNA annealing. recombinant RAD52 DNA annealing, FRET fluorescence. 360,000 tested, 0.46% active. inhibition, % at 18.7 µM;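 active = every replicate showing at least 50% inhibition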
ARNT-TACC3 inh – disruptors of human ARNT/TACC3 interaction | AlphaScreen His-ARNT PAS-B/GST-TACC3 binding, luminescence; TACC3 fragment carries E629A point mutation | inhibition, % at 9.99 µM | 390,000 tested, 0.66% active;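 active = mean inhibition of replicates at least 50% and at least half of replicates each reaching 50%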;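 also: 0% = complete ARNT plus TACC3 wells and 100% = ARNT alone without TACC3; many hits fall short of the cut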
CFTR F508del cor – CFTR F508del correction in bronchial cells | AID 720511 | 350,000 tested, 0.36% active | CFBE cells, YFP halide quenching; stimulated with forskolin plus potentiator P3; % fluorescence drop versus neutral controls | activity (quench increase), % at 7.58 µM;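 active = mean added fluorescence quench of at least 8% versus neutral control, with both replicates also reaching 8%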;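 also: cells transiently co-express mutant CFTR-F508del with the halide-sensitive YFP; corrector assay measuring rescue of mutant channel to the surface after 24 h compound exposure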
RAD54 inh – RAD54 (human) branch migration inhibition; AID 602329; inhibition, % at 10.4 µM; 360,000 tested, 0.14% active; Q92698; RAD54 Holliday junction branch migration, FAM/BHQ fluorescence;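 active = mean normalized replicate activity at least 40 and at least half of replicates scoring 40 or more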;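 also: 0% = median of neutral control wells and 100% = median of positive control wells; inhibitors cause a drop in the FAM fluorescence signal; in these data hits start at about 50%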
Target sequence (Q92698 whole entry, looked up): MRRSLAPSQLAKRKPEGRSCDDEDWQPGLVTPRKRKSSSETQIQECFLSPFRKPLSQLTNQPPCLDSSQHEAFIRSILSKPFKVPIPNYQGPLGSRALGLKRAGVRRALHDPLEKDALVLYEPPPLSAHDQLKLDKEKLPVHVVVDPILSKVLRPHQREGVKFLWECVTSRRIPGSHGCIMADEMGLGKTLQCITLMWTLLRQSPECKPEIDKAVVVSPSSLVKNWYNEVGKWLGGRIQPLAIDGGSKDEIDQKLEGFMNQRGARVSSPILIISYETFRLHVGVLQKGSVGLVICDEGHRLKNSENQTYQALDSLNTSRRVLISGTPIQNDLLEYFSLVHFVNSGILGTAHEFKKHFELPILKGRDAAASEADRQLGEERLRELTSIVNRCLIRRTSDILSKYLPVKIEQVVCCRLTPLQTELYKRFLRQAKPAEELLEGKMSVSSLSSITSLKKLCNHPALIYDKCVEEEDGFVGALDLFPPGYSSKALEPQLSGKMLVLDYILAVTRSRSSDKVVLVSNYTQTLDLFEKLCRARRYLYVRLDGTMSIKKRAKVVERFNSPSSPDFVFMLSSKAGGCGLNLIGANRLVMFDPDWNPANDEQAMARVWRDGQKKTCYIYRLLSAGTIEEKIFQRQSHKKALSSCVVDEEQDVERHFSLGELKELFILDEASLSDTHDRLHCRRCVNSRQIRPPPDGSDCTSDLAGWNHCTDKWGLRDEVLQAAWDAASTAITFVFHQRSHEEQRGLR
esBAF inh – SWI/SNF esBAF complex inhibition; mouse ES cells, Bmi1-luciferase knock-in reporter, 24 h; 100% = twice the neutral-well signal; reporter increase, % at 12.5 µM; 350,000 tested, 2% active; AID 602393; in the data active = activation above about 40%;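 also: 0% = median of the plate's neutral control wells and 100% = double that signal; a rise in the Bmi1 reporter signal indicates esBAF inhibition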
Xi reactivation – reactivates the inactive X chromosome in mouse fibroblasts; XiGFP mouse fibroblasts, % GFP-positive cells imaging, 3 d; cells co-treated with 5-aza-dC sensitizer; scaled so ellipticine positive control = 100%; activation, % at 7.58 µM; 360,000 tested, 0.055% active; AID 743238;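 active = mean normalized replicate activation at least 10% and every replicate at or above 10%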;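 also: 0% = median of on-plate neutral control wells and 100% = ellipticine 6 µM median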
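Material: XiGFP fibroblasts, SV40-immortalized; Buffer or medium: DMEM containing 5-aza-dC; Compound dosing: single point; Times: 3 days compound exposure.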
Numbers without * were called inactive; · = no result given.

SMILES	INS-1E GSIS act	ERAP1 HTS inh	RAD52 anneal inh	ARNT-TACC3 inh	CFTR F508del cor	RAD54 inh	esBAF inh	Xi reactivation
COC(=O)[C@@H]1C[C@@]2(O)[C@H](O)[C@H](O)[C@H](O)C[C@H]2N1CC1CC1	0.6	-2.1	-9.6	-10.1	-0.3	2.2	-1.1	-0.5
Nc1nc(SCC(=O)Nc2ccc(Oc3ccccc3)cc2)n[nH]1	-9.1	·	·	-7.1	·	0.4	6.8	0.0
CC1CCN(c2ccc(S(=O)(=O)Nc3cc(C(=O)O)cc(C(=O)O)c3)cc2[N+](=O)[O-])CC1	-13.0	2.3	-5.7	·	1.9	·	·	1.0
COc1ccccc1S(=O)(=O)N[C@@H]1CC[C@H](CCn2cc(C3CCCCC3)nn2)O[C@@H]1CO	-10.0	-0.8	6.3	6.1	-0.3	5.1	12.7	-0.1
Cc1cc(Oc2ccc(N)cn2)ccc1Cl	7.4	2.9	-15.0	-6.4	0.0	-15.7	·	0.0
Cc1onc(-c2ccccc2)c1C(=O)Nc1nnc(C(C)(C)C)s1	2.8	2.3	-9.6	-2.6	1.0	3.6	10.5	-0.1
Cc1ccc(NC(=O)C(C)Oc2ccccc2)cc1S(=O)(=O)N1CCCCCC1 (stereo not given)	-12.1	0.8	-42.0	·	0.6	-10.4	7.9	0.0
Cc1noc(C)c1NC(=O)N(C)C[C@@H]1OCCCC[C@@H](C)Oc2ccc(NS(=O)(=O)c3ccc(Cl)cc3)cc2C(=O)N([C@@H](C)CO)C[C@H]1C	-7.7	-3.9	8.9	-0.7	-1.2	3.5	0.1	0.0
C/C(=C\c1ccc(F)cc1)C(=O)c1c(C)cc(C)[nH]c1=O	-4.0	1.8	-11.0	-2.7	-1.6	-2.1	-1.2	0.0
C[C@H](CO)N1C[C@H](C)[C@H](CN(C)C(=O)NC2CCCCC2)Oc2ccc(NC(=O)Nc3ccc(C(F)(F)F)cc3)cc2C1=O	-11.4	0.3	-6.3	4.8	1.6	-2.3	-0.6	-0.8
Cc1ccc2c(CN3CCN(c4ccccc4F)CC3)cc(=O)oc2c1	9.6	-3.3	-9.4	·	2.6	-0.9	-0.6	0.1
Cc1cccc(NC(=O)Cn2cc(C(=O)C3CC3)c3ccccc32)c1	-25.6	-1.8	-4.5	13.7	-2.6	2.2	5.6	0.4
CCC(=O)N1[C@@H](CO)[C@@H](c2ccccc2)C12CN(C(=O)c1ccncc1)C2	10.1	-1.8	7.9	·	-2.2	·	·	0.0
C[C@H](CO)N1C[C@H](C)[C@H](CN(C)C(=O)CCC(F)(F)F)OCCCC[C@H](C)Oc2ccc(NC(=O)CCC(F)(F)F)cc2C1=O	9.0	0.6	-13.9	-13.8	1.0	6.4	-2.9	0.0
O=C(Nc1nccs1)OCc1ccccc1	3.8	·	-7.5	·	-1.6	4.5	·	0.0
Cc1cc(N2CCN(C)CC2)nc2ccc(NC(=O)CCC(=O)NCCC(C)C)cc12	·	0.4	4.0	-1.7	-0.9	5.4	-3.6	-0.3
O=C(C[C@H]1CC[C@H](NC(=O)Nc2cc(F)ccc2F)[C@H](CO)O1)NCc1ccccn1	-9.4	-2.1	-4.0	-16.8	-2.3	2.0	-1.4	-0.3
Cc1ccccc1NC(=O)c1cnn(-c2ccccc2)c1NC(=O)c1ccco1	-5.5	-2.6	21.1	21.9	2.0	15.6	1.8	·
CCCNC(=O)N1[C@@H](C#N)[C@@H](c2ccc(C#Cc3cccc(F)c3)cc2)[C@@H]1CO	-5.7	-0.5	-30.5	-32.0	3.9	4.0	-2.8	0.1
Cc1ccccc1CC(=O)NCCN1CCCCC1	1.1	-0.6	-14.9	5.4	-1.5	2.6	-1.6	0.0
O=C(N/N=C/c1cc(Br)cc(Br)c1O)c1ccncc1	-18.2	-1.7	-106.5	·	-0.4	·	·	0.0
O=C(C1CCC1)N1[C@H](CO)[C@@H](c2ccccc2)C12CN(CCC(F)(F)F)C2	-2.1	1.1	11.7	·	2.1	·	·	0.1
Cc1ccc(Nc2ncnc3sccc23)c(C)c1	42.1*	2.5	-12.1	-34.0	2.4	-3.4	23.9	0.0
CCN(CC)c1ccc(Nc2cc3n(c(=O)n2)CCc2cc(OC)c(OC)cc2-3)cc1	25.7	-1.3	-74.8	·	0.6	·	·	0.0
COCCNC(=O)CN(CCc1ccccc1)S(=O)(=O)c1ccc(Br)cc1	16.4	4.4	-7.0	·	0.5	0.5	-6.2	0.2
CC(C)NC(=O)N(C)C[C@H]1Oc2ncc(C#Cc3ccncc3)cc2C(=O)N([C@H](C)CO)C[C@H]1C	5.9	0.3	-15.4	-6.1	2.6	-5.7	-0.1	0.5
C[C@@H]1CN([C@@H](C)CO)C(=O)c2cc(C3=CCCCC3)cnc2O[C@@H]1CN(C)C(=O)c1ccc2c(c1)OCO2	-27.7	0.0	5.9	3.3	1.6	-15.4	3.8	0.0
O=C(OCc1ccccc1)N1CCC2CC1c1cc(N3CCOCC3)ccc12 (stereo not given)	3.8	0.7	-2.0	9.8	0.2	8.6	36.3	0.0
O=[N+]([O-])c1ccc(NN=C2CCCCC2)c([N+](=O)[O-])c1	1.5	0.7	-6.2	6.3	-3.3	2.3	2.0	0.5
COC(=O)COc1ccc(S(=O)(=O)N2CCN(c3ccccc3F)CC2)cc1C	-19.5	·	·	-5.5	·	8.9	4.5	·
O=C(NCc1ccco1)c1cc(-c2ccccc2)nc2ccccc12	-19.7	·	·	-4.3	·	6.4	-2.1	·
COC(=O)c1ccc(CN2CCN(C3CCCC3)C(CCO)C2)cc1 (stereo not given)	-0.7	2.3	-11.8	4.9	0.3	1.5	-7.4	0.0
C[C@H](CO)N1C[C@H](C)[C@@H](CN(C)CC2CC2)Oc2ccc(NS(=O)(=O)c3cn(C)cn3)cc2C1=O	8.4	-0.2	0.9	·	1.1	-5.2	-4.0	0.1
CNC(=O)C[C@@H]1CC[C@H]2[C@H](COc3ccc(NC(=O)C4CCCCC4)cc3C(=O)N2C)O1	4.2	-0.4	-12.8	-16.7	2.5	-4.4	4.4	0.1
Cc1cccc(OCC(=O)Nc2ccc(N3CCN(C(=O)c4ccccc4)CC3)cc2)c1C	3.5	-0.6	3.9	-6.7	0.2	5.7	-6.4	0.0
CN1c2ccc(-c3cccc(C#N)c3)cc2[C@@H]2[C@@H](CCN2S(=O)(=O)c2ccccc2F)[C@H]1CO	8.4	4.3	2.5	2.0	2.5	-0.2	-3.4	0.1

In the list so far, 2 contain an aryl methoxy group:
SMILES	INS-1E GSIS act	ERAP1 HTS inh	RAD52 anneal inh	ARNT-TACC3 inh	CFTR F508del cor	RAD54 inh	esBAF inh	Xi reactivation
COc1ccccc1S(=O)(=O)N[C@@H]1CC[C@H](CCn2cc(C3CCCCC3)nn2)O[C@@H]1CO	-10.0	-0.8	6.3	6.1	-0.3	5.1	12.7	-0.1
CCN(CC)c1ccc(Nc2cc3n(c(=O)n2)CCc2cc(OC)c(OC)cc2-3)cc1	25.7	-1.3	-74.8	·	0.6	·	·	0.0

(list continues)
SMILES	INS-1E GSIS act	ERAP1 HTS inh	RAD52 anneal inh	ARNT-TACC3 inh	CFTR F508del cor	RAD54 inh	esBAF inh	Xi reactivation
C[C@H]1CN([C@@H](C)CO)S(=O)(=O)c2ccc(-c3cccc(F)c3)cc2O[C@@H]1CN(C)C(=O)Nc1cc(F)ccc1F	-19.8	0.7	7.8	21.5	3.0	4.1	0.2	-0.2
N#Cc1c(NC(=O)/C=C/C(=O)O)sc2c1CCN(Cc1ccccc1)C2	-18.0	-1.2	-106.5	-3.2	3.4	-16.1	0.4	0.1
Cc1noc(C)c1NC(=O)N(C)C[C@H]1OCCCC[C@H](C)Oc2ccc(NS(=O)(=O)c3ccccc3)cc2C(=O)N([C@@H](C)CO)C[C@@H]1C	-7.4	-3.4	15.8	-6.3	0.1	-2.7	5.8	0.0
CCCc1cc(CNC(=O)C2CCC(=O)N(Cc3ccccc3F)C2)on1 (stereo not given)	0.3	-5.5	-6.2	-10.9	1.7	9.3	2.7	-0.1
CC(=O)N1CCc2cc([N+](=O)[O-])ccc21	-13.3	4.7	-5.6	2.4	-1.2	-4.0	-6.6	-0.1
Cc1ccc(Cc2c(-c3ccc(C#N)cc3)nc3c(C)cc(Br)cn23)cc1	-6.3	2.8	-46.1	·	-2.4	-3.0	-3.6	0.4
COc1ccc(C#Cc2cnc3c(c2)C(=O)N([C@@H](C)CO)C[C@H](C)[C@H](CN(C)C(=O)CN(C)C)O3)cc1	0.7	-1.9	7.4	0.6	1.1	4.4	-1.0	0.4
O=C(NC1CCCCC1)N1CCc2ccccc2C1	17.3	-0.1	-8.4	-2.9	-3.2	-13.7	67.0*	0.3
CC(C)(C)c1ccc(C(=O)Nc2ccc(C(=O)NCc3cccnc3)cc2)cc1	-7.7	-2.4	-0.4	·	-3.8	-11.5	-25.9	0.5
Cc1cc(C(=O)NC(=S)Nc2ccccc2N2CCOCC2)ccc1[N+](=O)[O-]	-11.4	·	·	-2.9	·	-4.4	-5.2	0.2
COCCNC(=O)/C(C#N)=C/c1cc(C)n(C2CCCCC2)c1C	-3.6	6.7	-14.1	10.5	1.1	·	·	0.0
COc1ccc2sc(-c3ccc(S(C)(=O)=O)cc3)c(C(=O)NCCc3c[nH]c4ccccc34)c2c1	-7.5	-1.2	-30.4	-4.2	1.1	-1.4	-6.3	0.0

The last 3 records of the section before are carried over, then new ones follow.
SMILES	INS-1E GSIS act	ERAP1 HTS inh	RAD52 anneal inh	ARNT-TACC3 inh	CFTR F508del cor	RAD54 inh	esBAF inh	Xi reactivation
Cc1cc(C(=O)NC(=S)Nc2ccccc2N2CCOCC2)ccc1[N+](=O)[O-]	-11.4	·	·	-2.9	·	-4.4	-5.2	0.2
COCCNC(=O)/C(C#N)=C/c1cc(C)n(C2CCCCC2)c1C	-3.6	6.7	-14.1	10.5	1.1	·	·	0.0
COc1ccc2sc(-c3ccc(S(C)(=O)=O)cc3)c(C(=O)NCCc3c[nH]c4ccccc34)c2c1	-7.5	-1.2	-30.4	-4.2	1.1	-1.4	-6.3	0.0
FC(F)(F)c1ccc(Cl)c(NC(=S)NC2CC2)c1	13.0	4.1	-13.0	1.6	0.5	19.6	·	0.1
Cc1cccc(-c2ccc([C@H]3[C@@H](CO)N4CCCCN(CCC(F)(F)F)C[C@@H]34)cc2)c1	-10.9	-4.3	-10.0	14.5	0.6	-4.2	·	0.1
O=C(Cn1ncc(N2CCOCC2)c(Cl)c1=O)c1ccc(Cl)cc1	-1.9	·	-4.4	-4.0	-0.2	·	8.9	0.2
CNC(=O)C[C@@H]1CC[C@@H]2[C@H](COc3ccc(NC(=O)Nc4cccc(Cl)c4)cc3C(=O)N2C)O1	-0.7	-2.1	-19.6	5.3	0.7	9.8	0.3	0.1
